GAA inh: qHTS Assay for Inhibitors of Human alpha-Glucosidase as a Potential Chaperone Treatment of Pompe Disease; purified human GAA, 4-MU-alpha-glucoside fluorescence; Potency, µM (highest dose often 76.9 µM), for inactives: at the highest dose activity change, negative = inhibition, usual class: inhibitors; 0.005% of 200,000 active; AID 1466, 2008;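 also: plate controls were uninhibited enzyme wells for no effect and no-enzyme background for full effect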
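Read-out is 4-methylumbelliferone fluorescence (Ex 365/Em 440 nm) after NaOH/glycine stop at pH 10. Enzyme 4 nM, substrate 400 uM, pH 5.0 citrate buffer, 20 min room temperature; AC50 from Hill-equation concentration-response.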
GAA glycogen: qHTS Assay for Inhibitors and Activators of Human alpha-Glucosidase Cleavage of Glycogen; 0.38% of 300,000 active; recombinant GAA, glycogen substrate, Amplex Red glucose oxidase fluorescence; Potency, µM (top dose mostly 76.4 µM), for inactives: top-dose activity change, negative = inhibition, usual class: inhibitors; Lysosomal alpha-glucosidase (Homo sapiens), P10253;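 also: 0% = full enzyme reaction and -100% = no-enzyme basal signal; the screen sought inhibitors and activators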
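Recombinant human enzyme (4 nM); glycogen substrate; 37 C, 40 min, pH 5.0. Readout: coupled glucose oxidase/Amplex Red fluorescence.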
GAA spleen mod: qHTS Assay for Inhibitors and Activators of Human alpha-Glucosidase From Spleen Homogenate; 0.006% of 240,000 active; Lysosomal alpha-glucosidase (Homo sapiens), P10253; Potency, µM (titrated, usually from 79.9 µM), inactives show at the highest dose activity change, negative = inhibition, hits mostly inhibitors; human spleen homogenate, 4-MU-alpha-glucoside fluorescence;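 also: 0% = enzyme with vehicle and -100% = no enzyme basal signal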
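Human spleen homogenate (1 ug) with 4-methylumbelliferyl-alpha-D-glucopyranoside (1 mM final) in 50 mM citrate/phosphate pH 5.0, 0.01% Tween-20; 40 min at 37 C. Stopped at pH 10; 4-MU fluorescence Ex 365/Em 440 nm; AC50 by Hill fit.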
Epigenetic derep: Quantitative High-Throughput Screen for Regulators of Epigenetic Control. Potency, µM (series often up to 53.9 µM), for inactives: at the top dose GFP activation, actives largely listed as activators. murine LDR cells, GFP reporter derepression, 30 h. 0.2% of 280,000 active; also: % of control where 0% means no effect; nearly all actives have a fitted effect of over 60% in size
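In this reporter-derepression format, murine cells bearing a silenced integrated CMV-GFP locus incubate with test compound (30 h, 37 C), then are washed and imaged; fluorescent objects of 20–120 um count as induced cells.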
ALDH1A1 inh: qHTS Assay for Inhibitors of Aldehyde Dehydrogenase 1 (ALDH1A1). Aldehyde dehydrogenase 1A1 (Homo sapiens), P00352. Purified ALDH1A1, NADH fluorescence, propionaldehyde substrate. Potency, µM (top dose mostly 75.3 µM), for the others: at the top dose activity, negative = inhibition, hits mostly inhibitors. 7.3% of 220,000 active. AID 1030, 2008; active = well fitted inhibition curve with a large enough effect, not every such curve was filed as active; inconclusive = small, poorly fitted or top-dose-only effect, or another doubt; inactive = no such curve, though single readings can be large or run the other way;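 also: plate controls were no enzyme wells and a reference inhibitor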
Target sequence (P00352 whole entry, looked up): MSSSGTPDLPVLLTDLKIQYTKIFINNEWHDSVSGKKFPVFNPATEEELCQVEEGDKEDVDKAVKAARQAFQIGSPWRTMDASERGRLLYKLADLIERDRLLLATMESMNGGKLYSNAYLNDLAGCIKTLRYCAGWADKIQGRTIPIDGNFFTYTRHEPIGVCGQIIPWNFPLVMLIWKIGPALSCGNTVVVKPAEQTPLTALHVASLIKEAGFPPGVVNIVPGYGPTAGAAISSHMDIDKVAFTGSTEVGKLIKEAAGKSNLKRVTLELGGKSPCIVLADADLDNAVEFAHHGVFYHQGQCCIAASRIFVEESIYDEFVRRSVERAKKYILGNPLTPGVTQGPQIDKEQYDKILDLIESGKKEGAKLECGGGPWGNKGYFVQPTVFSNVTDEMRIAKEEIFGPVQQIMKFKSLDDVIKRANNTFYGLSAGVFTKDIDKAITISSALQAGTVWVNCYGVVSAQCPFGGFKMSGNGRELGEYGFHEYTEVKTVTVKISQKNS
aGal spleen mod: qHTS Assay for Inhibitors and Activators of Human alpha-Galactosidase From Spleen Homogenate. 0.008% of 240,000 active. human spleen homogenate, 4MU-alpha-Gal fluorescence, 40 min. Potency, µM (titrated, usually from 80 µM), for inactives: top-dose activity change, negative = inhibition, usual class: inhibitors. AID 2107, 2009;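 also: 0% = enzyme with vehicle and -100% = no enzyme basal signal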
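Human spleen homogenate (1 ug) was the enzyme source, with 4-methylumbelliferyl-alpha-D-galactopyranoside (1 mM final) in pH 5.0 citrate buffer with 0.01% Tween-20. Compounds were titrated; after 40 min at 37C, NaOH/glycine stop, 4-MU fluorescence read; AC50 from Hill fits.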
Tau fluor counter: Counterscreen qHTS for Inhibitors of Tau Fibril Formation, Fluorescence Polarization; Potency, µM (highest dose often 57.7 µM), inactives show at the top dose activity change, negative = decrease; 0.93% of 280,000 active; tau K18 P301L Alexa594 fluorescence, heparin fibrillization; AID 1463, 2008; also: % is scaled to controls: 0 for no effect and ±100 for the full control effect; nearly all actives have a fitted effect of over 55% in size
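Human tau K18 P301L (15 uM unlabeled, 0.24 uM Alexa 594-labeled) in 100 mM sodium acetate pH 7 with 20 uM heparin, 6 hr at 37 C. ThT 30 uM added, 1 hr ambient; Alexa 594 FP and total fluorescence read at 555/632 nm.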
NPSR antag: qHTS Assay for Antagonists of the Neuropeptide S Receptor: cAMP Signal Transduction; Q6W5P4; CHO-NPSR cells, cAMP TR-FRET, antagonist mode; Potency, µM (top dose mostly 38.3 µM), inactives show at the highest dose activity change, negative = inhibition, hits mostly inhibitors; 1% of 220,000 active; AID 1461, 2008; also: % is scaled to controls: 0 for no effect and ±100 for the full control effect; nearly all actives have a fitted effect of over 50% in size; many of its hits are not listed in these tables
Target sequence (Q6W5P4 whole entry, looked up): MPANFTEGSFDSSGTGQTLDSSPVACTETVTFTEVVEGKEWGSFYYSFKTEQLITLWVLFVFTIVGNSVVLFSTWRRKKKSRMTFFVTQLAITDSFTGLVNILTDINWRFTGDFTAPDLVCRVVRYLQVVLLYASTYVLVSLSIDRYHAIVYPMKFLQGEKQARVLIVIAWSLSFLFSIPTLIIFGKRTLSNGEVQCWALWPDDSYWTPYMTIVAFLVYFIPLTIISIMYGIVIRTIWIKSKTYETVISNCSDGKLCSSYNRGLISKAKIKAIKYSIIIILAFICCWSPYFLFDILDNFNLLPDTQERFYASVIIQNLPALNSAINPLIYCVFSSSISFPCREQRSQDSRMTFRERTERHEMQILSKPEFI
* = called active by the depositor; ? = inconclusive; . = no result given; [ ] = remark or other dose. Unless noted, calls follow the shape of the dose curve; as a rule, active = well fitted curve in the direction sought with a large enough effect; inconclusive = small, poorly fitted or top-dose-only effect, or another doubt; inactive = no such curve, though single readings can be large; an effect the other way counts as inactive or inconclusive. Potency is read from the fitted curve at half-maximal effect.

entry | mol | GAA inh | GAA glycogen | GAA spleen mod | Epigenetic derep
1 | O=C1CN(C(=O)COC(=O)C2CC(=O)N(Cc3ccco3)C2)c2ccccc2N1 (configuration not stated) | 1% | 1% | -4% | -1.0%
2 | O=S(=O)(c1ccc(F)cc1)N1CCN(c2ncnc3c2cnn3-c2ccccc2)CC1 | ? | -1% | 2% | -1.1%
3 | Cc1ccc(Cn2c(NCCc3ccccc3)nc3c2c(=O)n(C)c(=O)n3C)cc1 | -1% | -14% | -8% | 0.0%
4 | CC(NC(=O)c1ccc2c(c1)OCCO2)c1ccc(S(N)(=O)=O)cc1 (configuration not stated) | ? | 1% | -15% | -3.8%
5 | COc1ccc(-n2nc(C(=O)NCc3ccco3)c3c4ccccc4n(C)c3c2=O)cc1Cl | 0% | 5% | 1% | 0.9%
6 | Cc1cc2c(cc1S(=O)(=O)N1CCc3ccccc31)NC(=O)CO2 | -6% | -5% | -5% | -0.1%
7 | Cc1ccccc1NC(=O)/C(=C/c1ccco1)c1ccccc1 | -2% | -14% | -14% | 1.5%
8 | CCCc1nn2c(=O)c(C(c3cccc(Cl)c3)c3c(O)nc4sc(CCC)nn4c3=O)c(O)nc2s1 | 6% | 5% | -10% | -1.1%
9 | O=C(CSc1nc2ccccc2[nH]1)NCC1CCCO1 (configuration not stated) | 5% | 4% | -5% | -1.0%
10 | CCOc1ccccc1N1CCN(C(=O)c2ccncc2)CC1 | 1% | -2% | -19% | -2.1%
11 | CCN(CC)S(=O)(=O)c1ccc(NC(=O)COC(=O)CN2C(=O)c3ccccc3C2=O)cc1 | -9% | 3% | -4% | 0.7%
12 | CCC(C(=O)Nc1ccc(C(=O)N2CCCC2)cc1)c1ccccc1 (configuration not stated) | -5% | 2% | 1% | 0.6%
13 | CCn1c(SCC(=O)NCc2ccco2)nnc1-c1ccc(N)cc1 | 1% | 5% | 2% | -1.1%
14 | COc1ccc(C2=Nn3c(nnc3C3CCCCC3)SC2)cc1OC | -12% | -8% | -7% | ?
15 | O=C(Nc1ccc(-c2nc3ncccc3o2)cc1)c1ccc(Br)o1 | ? | 6% | -2% | ?

entry | ALDH1A1 inh | aGal spleen mod | Tau fluor counter | NPSR antag
1 | ? | 23% | -1% | 5%[46.1 µM]
2 | ? | 12% | -12% | 6%[46.1 µM]
3 | -3% | -8% | -24% | -6%[46.1 µM]
4 | -4% | 1% | -1% | 17%
5 | ? | 3% | -8% | -6%[46.1 µM]
6 | -4% | 2% | -16% | -7%
7 | -9% | 15% | -22% | -17%[46.1 µM]
8 | 3% | 8% | 0% | -1%[46.1 µM]
9 | 7% | 9% | -7% | 17%
10 | -7% | 4% | 1% | -1%[46.1 µM]
11 | ? | -3% | -19% | -17%[46.1 µM]
12 | -3% | -8% | -10% | -4%
13 | 7% | 9% | -19% | 1%[46.1 µM]
14 | ? | -2% | -7% | -16%[46.1 µM]
15 | ? | 3% | -23% | ?

New compounds follow.
entry | mol | GAA inh | GAA glycogen | GAA spleen mod | Epigenetic derep
16 | COc1ccc2cc(-c3[nH]ncc3CN3CCCCO3)ccc2c1 | -8% | 9% | 1% | 1.6%
17 | c1cncc(COC2CCCN(Cc3nc(-c4cccs4)no3)C2)c1 (configuration not stated) | . | -15% | 13% | -0.1%
18 | CCOc1cc2[nH]c(=S)n(CCCCC(=O)NCc3ccco3)c(=O)c2cc1OCC | -17% | 6% | -6% | -0.1%
19 | COc1cc(NC(N)=S)c(OC)cc1Cl | . | -8% | 1% | -1.0%
20 | O=C(c1ccc(F)cc1)N1CCC(N2CCOCC2)CC1 | 14% | 1% | 2% | -0.9%
21 | O=C(NC1CCCC1)c1nc2c(nnn2Cc2ccccc2Cl)c(=O)[nH]1 | 1% | -13% | -5% | 8.8%
22 | Cc1ccc2oc(=O)c3cc(C(=O)NCCCN4CCc5ccccc5C4)sc3c2c1 | 1% | 12% | 1% | 0.3%
23 | c1ccc(-c2cccc(-c3ccccn3)n2)nc1 | -6% | 1% | -12% | 7.5%
24 | COc1ccc(C)cc1S(=O)(=O)N(CC(=O)Nc1cc([N+](=O)[O-])ccc1C)c1ccc(C)c(C)c1 | -6% | 10% | -10% | -0.9%
25 | O=C(CCCn1c(SCC(=O)c2ccc(O)c(O)c2)nc2ccccc2c1=O)NCC1CCCO1 (configuration not stated) | 11% | 5.6µM* | -3% | 0.0%
26 | CC(=O)[C@H]1CC[C@H]2C3CC=C4C[C@@H](O)CC[C@]4(C)C3CC[C@]12C (some centres not stated) | . | . | 0% | 0.0%
27 | O=S(=O)(c1ccc2c(c1)OCCO2)N1CCN(c2ncnc3sccc23)CC1 | ? | 5% | 0% | -0.2%
28 | CCOc1ccc(CN2CCN(Cc3cnn(CC)c3C)CC2CCO)cc1 (configuration not stated) | ? | -3% | 2% | -1.0%
29 | Cc1cccnc1Nc1nc(-c2ccc(O)c(O)c2)cs1 | ? | 7.1µM* | -1% | -1.4%
30 | O=C(O)CSCC(=O)Nc1ccc(Cl)cc1C(F)(F)F | 2% | 25% | -1% | -2.6%

entry | ALDH1A1 inh | aGal spleen mod | Tau fluor counter | NPSR antag
16 | -8% | -2% | -19% | 24%
17 | 1% | 6% | -5% | -1%
18 | 1% | -8% | 10% | ?
19 | . | 5% | -10% | -4%
20 | -2% | 8% | -2% | 0%[46.1 µM]
21 | -2% | -4% | -1% | -13%[46.1 µM]
22 | ? | -12% | -24% | -13%
23 | 2% | -5% | -12% | 7%[46.1 µM]
24 | 2% | 2% | ? | -9%
25 | 18µM* | 1% | -29% | ?
26 | 6% | 1% | -7% | .
27 | 0% | -4% | -10% | -3%
28 | 4% | -5% | -5% | -2%
29 | -6% | 0% | 13µM*[quencher] | -22%[46.1 µM]
30 | 5% | -6% | 7% | 8%

More structures follow.
entry | mol | GAA inh | GAA glycogen | GAA spleen mod | Epigenetic derep
31 | COc1ccc(S(=O)(=O)N(CC(C)C)CC(C)C)c2cccnc12 | ? | -7% | -26% | 0.8%
32 | O=C(Nc1ccc2c(c1)OCO2)C1CC(=O)N(c2ccc3c(c2)OCCO3)C1 (configuration not stated) | -22% | 4% | 5% | 4.9%
33 | CNC(=S)NNC(=O)Cn1ccc(C)n1 | 0% | ? | 2% | -1.1%
34 | CCCC(=O)NC1=C(C#N)C2(CCCCC2)Cc2ccccc21 | -2% | 7% | -5% | 1.8%
35 | Cc1cc(Sc2ncnc(N)c2[N+](=O)[O-])ncn1 | 9% | -20% | 10% | 0.0%
36 | FC(F)(F)c1cnc(NNC(=S)Nc2ccc(Cl)cc2)c(Cl)c1 | -9% | ? | -4% | -3.0%
37 | Cc1cccc2c1CC(C)(C)N=C2C1=C(O)CC(C)(C)CC1=O | -6% | 8% | 1% | -1.4%
38 | Cc1cc(=O)n2[nH]c(-c3ccsc3-n3c(C)ccc3C)cc2n1 | . | 4% | -3% | -2.4%
39 | COCCN(C(=O)CN1CCN(S(=O)(=O)c2ccc(F)cc2)CC1)c1c(N)n(Cc2ccccc2)c(=O)[nH]c1=O | -2% | -1% | 8% | -1.3%
40 | O=C1Nc2ccccc2Oc2cc([N+](=O)[O-])cc(Oc3ccccc3)c21 | -5% | 0% | 6% | ?
41 | CCC(C)NC(=O)C1c2cc(OC)c(OC)cc2C(=O)N(C)C1c1cccs1 (configuration not stated) | 1% | 1% | -10% | 0.0%
42 | COc1ccc(Cc2nnc(Nc3c(C)cccc3C)o2)cc1OC | . | -3% | 3% | -1.2%
43 | COCCn1c(=O)[nH]c2cc(C(=O)NCCc3ccc(OC)c(OC)c3)ccc2c1=O | 12% | -13% | 8% | 1.0%
44 | O=C(Cn1cnc2c(cnn2-c2ccc(F)cc2)c1=O)NCCc1ccccc1 | -1% | 2% | -6% | 4.0%
45 | COc1ccc(-c2nc3cc(NC(=O)c4ccc5c(c4)OCO5)ccc3o2)cc1 | 10% | -1% | 4% | -4.1%
46 | O=C(O)CCC(=O)N1CCc2cc(S(=O)(=O)N3CC=C(c4ccccc4)CC3)ccc21 | ? | -13% | -7% | 9.5%
47 | N#Cc1ccccc1Cn1c(=O)n(Cc2ccc(C(=O)NCc3ccco3)cc2)c(=O)c2ccccc21 | -18% | 2% | 0% | 16%
48 | CC(C)=NN/C(N)=N/C(=S)Nc1ccc(C)cc1 | -11% | ? | 6% | -1.3%

entry | ALDH1A1 inh | aGal spleen mod | Tau fluor counter | NPSR antag
31 | 5% | -7% | -8% | 1%[46.1 µM]
32 | -7% | 4% | -7% | 2%
33 | -3% | 4% | 1% | -4%[46.1 µM]
34 | ? | -12% | -16% | -12%[46.1 µM]
35 | -11% | 4% | ? | -33%
36 | 5µM* | -16% | ? | -35%
37 | -1% | 2% | -5% | -1%[46.1 µM]
38 | . | -5% | ? | -18%
39 | 2% | 12% | 7% | 5%
40 | 0% | 5% | ? | -44%
41 | -1% | -4% | 2% | ?
42 | . | 1% | -12% | -8%
43 | ? | 18% | -10% | -7%[46.1 µM]
44 | 1% | -1% | 0% | 5%[46.1 µM]
45 | -7% | 2% | -10% | -5%[46.1 µM]
46 | ? | 0% | -3% | -4%[46.1 µM]
47 | ? | 0% | -6% | -1%[46.1 µM]
48 | ? | 1% | -13% | -16%

No new results follow: entries from further up.
entry | mol | GAA inh | GAA glycogen | GAA spleen mod | Epigenetic derep
33 | CNC(=S)NNC(=O)Cn1ccc(C)n1 | 0% | ? | 2% | -1.1%
34 | CCCC(=O)NC1=C(C#N)C2(CCCCC2)Cc2ccccc21 | -2% | 7% | -5% | 1.8%
35 | Cc1cc(Sc2ncnc(N)c2[N+](=O)[O-])ncn1 | 9% | -20% | 10% | 0.0%

entry | ALDH1A1 inh | aGal spleen mod | Tau fluor counter | NPSR antag
33 | -3% | 4% | 1% | -4%[46.1 µM]
34 | ? | -12% | -16% | -12%[46.1 µM]
35 | -11% | 4% | ? | -33%

The list is partial; rates above refer to the full screens.
